Bioassay records from PubChem.
MBD2 DNA inh: inhibitors of MBD2 binding to methylated DNA, primary screen, biochemical, TR-FRET, DNA-binding domain, human; Methyl-CpG-binding domain protein 2 (Homo sapiens), Q9UBB5; MBD2 binding to methylated oligonucleotide; inhibition, % at 4.4 µM; 0.31% of 370,000 active; in the data active means inhibition above about 13%
ADAM17 inh: ADAM17 inhibitors, primary screen, biochemical, QFRET; Disintegrin and metalloproteinase domain-containing protein 17 (Homo sapiens), P78536; recombinant ADAM17, EDANS/DABCYL FRET peptide cleavage; inhibition, % at 6.95 µM; 0.83% of 370,000 active; AID 720648, 2013;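 active means inhibition above the mean of compounds lying between control limits plus 3 SD, set per campaign, cut at about 8.5% in these data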;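 further: 0% = DMSO-only wells as the low control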
Target sequence (P78536 215-824 limits assumed): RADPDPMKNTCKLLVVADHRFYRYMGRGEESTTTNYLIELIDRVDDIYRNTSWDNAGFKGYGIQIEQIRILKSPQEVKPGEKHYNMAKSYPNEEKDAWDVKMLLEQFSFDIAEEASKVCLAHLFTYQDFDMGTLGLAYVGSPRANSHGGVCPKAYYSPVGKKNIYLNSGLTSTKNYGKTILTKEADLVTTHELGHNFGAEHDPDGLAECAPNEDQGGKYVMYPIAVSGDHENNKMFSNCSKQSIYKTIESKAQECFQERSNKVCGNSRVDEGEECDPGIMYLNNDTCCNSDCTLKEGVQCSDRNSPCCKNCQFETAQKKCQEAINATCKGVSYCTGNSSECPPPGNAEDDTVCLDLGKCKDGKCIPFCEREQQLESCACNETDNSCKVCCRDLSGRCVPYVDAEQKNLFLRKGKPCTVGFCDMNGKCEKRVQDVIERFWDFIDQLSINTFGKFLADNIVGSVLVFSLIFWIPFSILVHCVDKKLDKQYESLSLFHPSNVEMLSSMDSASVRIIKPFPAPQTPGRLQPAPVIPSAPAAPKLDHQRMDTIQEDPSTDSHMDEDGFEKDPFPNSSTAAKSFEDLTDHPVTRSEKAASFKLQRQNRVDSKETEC
DAX1 inh-1: DAX1 (NR0B1) inhibitors on StAR promoter, primary screen, cell-based, luminescence, SF-1 (NR5A1), full-length DAX-1 | inhibition, % at 6.8 µM | HEK293T StAR-luciferase reporter, SF-1/DAX-1 repression relief | AID 652010, 2013 | 1.1% of 370,000 active;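 active means inhibition above the mean over all tested compounds plus 3 SD, cut at about 3.6% in these data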;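 further: 0% = DAX-1 cells with DMSO and 100% = cells lacking DAX-1 with DMSO; higher inhibition means more luminescence from relief of DAX-1 repression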
hgDAF12 agonist: H. glycines DAF-12 receptor agonists, primary screen, cell-based, luminescence, HEK293, GAL4 fusion, UAS-luciferase | Nuclear hormone receptor DAF-12 (Heterodera glycines), GAL4 fusion | HEK293 GAL4-hgDAF12 UAS-luciferase reporter, agonist luminescence; normalized to butyrate control | activation, % at 6.8 µM | 1.8% of 370,000 active | AID 687014, 2013;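 active means activation above a cutoff set at the mean of all screened compounds plus 3 SD, cut at about 10% in these data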;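 further: 0% = DMSO wells and 100% = sodium butyrate wells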
PLCb3 inh: human PLC-beta3 inhibitors, primary screen, biochemical, fluorescence | 1-phosphatidylinositol 4,5-bisphosphate phosphodiesterase beta-3 (Homo sapiens), Q01970 | Purified PLC-beta3, fluorogenic substrate | inhibition, % at 12.2 µM | 0.18% of 370,000 active | AID 720704, 2013; in the data active means inhibition above about 11%;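 further: 0% = median of compound wells on plate and 100% = full blocker control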
hcDAF-12 act: H. contortus DAF-12 nuclear receptor activators, primary screen, cell-based, luminescence, HEK293, lit1-tk-luc reporter; HEK293 hcDAF-12 lit1-tk-luc reporter; 0% DMSO, 100% Δ7-dafachronic acid; activation, % at 6.8 µM; 1.4% of 370,000 active; AID 652067, 2013;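 active means activation above the mean of all tested compounds plus 3 SD, cut at about 5.5% in these data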;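 further: 100% = response to 3 µM Δ7-dafachronic acid high control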
DAX1 inh-2: DAX1 (NR0B1) inhibitors, primary screen, cell-based, HEK293, Gal4-DAX1, luciferase luminescence; AID 504766, 2011; HEK293 Gal4-DAX1 luciferase reporter; 0.99% of 340,000 active; inhibition, % at 6.75 µM;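 active means inhibition above the mean over all tested compounds plus 3 SD, cut at about 4.2% in these data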;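 further: 0% = DAX1-transfected cells with DMSO and 100% = empty-vector control cells with DMSO; inhibition shows as a rise in luminescence from relieved DAX1 repression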
Target sequence (P51843 207-470 limits assumed): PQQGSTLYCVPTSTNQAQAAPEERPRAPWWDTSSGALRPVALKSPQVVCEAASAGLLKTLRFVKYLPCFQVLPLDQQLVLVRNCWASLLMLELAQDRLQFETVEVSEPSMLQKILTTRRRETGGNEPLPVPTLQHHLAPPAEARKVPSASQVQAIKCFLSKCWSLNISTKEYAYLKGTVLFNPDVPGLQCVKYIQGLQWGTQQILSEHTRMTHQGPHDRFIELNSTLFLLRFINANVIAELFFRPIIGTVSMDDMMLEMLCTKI
PLCg1 inh: PLC-gamma1 enzyme inhibitors, primary screen, biochemical, fluorescence, purified enzyme. fluorogenic substrate. inhibition, % at 12.2 µM. 0.84% of 370,000 active; in the data active means inhibition above about 9.5%
NR1D1 modulator: modulators of Rev-erb alpha DNA binding, primary screen, biochemical, FITC-DNA, fluorescence polarization, uHTS | Nuclear receptor subfamily 1 group D member 1 (Homo sapiens), P20393 | Rev-erbα–FITC-DNA binding, 90 min | activity, % at 10 µM | 0.79% of 370,000 active | AID 1259318, 2017;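 active means activity above about 14%, limit read from the data; passing the limit was not always enough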;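 further: 0% = DMSO wells with 35 nM protein and 100% = DMSO wells with 750 nM protein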
ssDAF-12 act: S. stercoralis DAF-12 nuclear receptor activators, primary screen, cell-based, luminescence, HEK293, GRIP1 co-expression, lit1-tk-luc. activation, % at 6.8 µM. 1% of 370,000 active. Nuclear hormone receptor DAF-12 (Strongyloides stercoralis). HEK293 ssDAF-12/GRIP1 lit1-tk-luc reporter; % of 3 µM dafachronic acid response;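 active means activation above the mean over all tested compounds plus 3 SD, cut at about 0.9% in these data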;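 further: 0% = DMSO-only wells and 100% = 3 µM delta7-dafachronic acid wells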
SMARCA2 activ: SMARCA2 (BRM) function activators, primary screen, cell-based, luminescence, high throughput | MG213 cells, MMTV-luciferase reporter, dexamethasone, overnight | activation, % at 9.1 µM | 1% of 370,000 active; in the data active means activation above about 7.8%;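 further: 0% = vehicle wells and 100% = reference activator wells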
The depositor's hits bear a star; x = not tested or not shown.

smiles | ADAM17 inh | PLCb3 inh | ssDAF-12 act | DAX1 inh-2 | hgDAF12 agonist | DAX1 inh-1 | NR1D1 modulator | PLCg1 inh | hcDAF-12 act | MBD2 DNA inh | SMARCA2 activ
COC(=O)c1cc2sc(Cl)cc2n1CC(=O)Nc1ccc(OC)c(OC)c1OC | -3 | -3 | -1.0 | -0.1 | -2.7 | 0.6 | 0 | -3 | -0.7 | -5 | -3
CC(=O)c1c(C)[nH]c(C(=O)OCC(=O)c2ccc(Br)cc2)c1C | 3 | 4 | -1.1 | -1.1 | -1.6 | -1.3 | 2 | 4 | -2.9 | -5 | -3
CCOC(=O)CC1C(=O)NCCN1S(=O)(=O)c1ccc(C)cc1 (stereo not drawn) | -5 | 0 | -0.9 | 0.9 | -2.3 | 0.2 | -2 | 0 | -0.1 | 5 | -4
Nc1c(S(=O)(=O)c2cccc(Cl)c2)c2nc3ccccc3nc2n1CCN1CCOCC1 | -14 | -17 | -1.0 | -0.9 | -1.1 | 0.1 | 32* | -10 | 0.2 | 0 | 0
CCOC(=O)c1ccc(N2C(=O)CC(C3CCCO3)C2=O)cc1 (stereo not drawn) | 1 | 4 | -0.7 | 0.7 | 3.0 | 0.8 | -6 | 8 | 0.4 | 0 | -1
CC(=O)N1CCCC(c2cc(C(=O)Nc3ccccc3)no2)C1 (stereo not drawn) | 2 | 2 | -2.2 | x | -9.1 | -2.4 | -8 | 7 | -2.5 | 3 | -5
Cc1ccc(N(CC(=O)NCC2CCCO2)S(C)(=O)=O)cc1Cl (stereo not drawn) | -2 | -2 | -0.6 | 0.8 | 1.0 | 0.3 | -9 | -1 | -1.0 | 6 | 1
CC1(C(=O)NS(=O)(=O)c2ccc(C#N)cc2)CCN1C(=O)C1CCCCC1 (stereo not drawn) | 0 | 3 | -1.8 | x | -1.1 | 1.4 | 4 | 1 | 2.3 | 2 | -2
Cc1nn(Cc2ccccc2)c(C)c1C(=O)N1CCN(CC(=O)Nc2ccc(F)cc2)CC1 | -3 | -6 | -1.3 | -0.6 | 0.7 | -1.3 | -5 | 1 | 1.6 | -5 | 0
CCCCn1c(NC(=S)Nc2ccccc2)nc2ccccc21 | 1 | -3 | -0.9 | -0.6 | 1.6 | -0.1 | 3 | -3 | -0.7 | 0 | 4
O=C(NC(=S)Nc1ccc(Cc2ccncc2)cc1)c1ccccc1Cl | 2 | 3 | -0.8 | -1.1 | -1.3 | -0.1 | 4 | 5 | 0.6 | 0 | -1
C[C@@H](CN1CCC(Cc2ccccc2)CC1)[C@@H](O)c1ccc(O)cc1 | -6 | 3 | -1.2 | -1.0 | -1.6 | -0.9 | 4 | 0 | -0.7 | 3 | -3
O=C(N/N=C/c1cccc([N+](=O)[O-])c1)c1cccc2cc[nH]c12 | -4 | 1 | -0.7 | -0.2 | 7.9 | 0.5 | 4 | -1 | 0.3 | 4 | 4
Cc1cc2nc(-c3ccccc3)c(Cc3cccc(F)c3)n2c(C)c1Br | -4 | -10 | -0.3 | x | 2.9 | 2.5 | -1 | -10 | 4.4 | 2 | 0
CS(=O)(=O)c1ccc(C(=O)N2CCN(Cc3ccccc3)CC2)cc1 | -77 | 1 | -1.3 | -0.7 | 3.1 | 0.0 | -1 | 1 | -0.8 | 3 | -2
COC(=O)C1=C(N)Oc2cc(C)n(CC3CCCO3)c(=O)c2C1c1ccccc1 (stereo not drawn) | -6 | 2 | -1.4 | -1.0 | 0.4 | 0.1 | 1 | 0 | -1.9 | 2 | 0
COc1ccc(-c2cc(C(=O)NCc3ccc(C(F)(F)F)cc3)[nH]n2)c(C)c1 | 6 | -1 | -0.7 | x | -1.6 | -0.5 | -1 | 0 | -0.9 | -1 | -2
Cc1ccc(NC(=O)COc2coc(CN3CCN(Cc4ccccc4)CC3)cc2=O)cc1 | -3 | -7 | -1.3 | -2.1 | -3.1 | -7.0 | -2 | 1 | -1.3 | 2 | -2
CCCOP(=O)(c1ccc(N(C)C)cc1)C(O)c1cccnc1 (stereo not drawn) | -3 | 1 | -0.8 | 2.9 | -1.5 | 0.1 | -1 | -2 | -0.6 | -3 | 3
Cc1onc(-c2c(F)cccc2Cl)c1C(=O)N1CCN(c2ncc(Br)cn2)CC1 | -9 | 1 | 0.8 | 3.4 | -0.6 | -0.4 | 3 | -3 | 0.9 | 1 | 2
Cc1ccc(CNC(=O)CCC(=O)Nc2nnc(C(C)C)s2)cc1 | -7 | 0 | -0.7 | 0.7 | 0.9 | 0.4 | 1 | 1 | 1.5 | 2 | 3
O=C(Cc1ccc(Br)cc1)Nc1cccc(S(=O)(=O)N2CCOCC2)c1 | 0 | -3 | -1.4 | 0.5 | -0.1 | -0.1 | 5 | -1 | -1.6 | 6 | 1
COc1ccc(/C=C2\Sc3ccc(C(=O)NCCN4CCCCCC4)cc3N(C)C2=O)cc1 | -1 | -30 | -1.1 | 1.1 | -1.2 | 1.6 | -14 | -15 | -1.1 | -1 | 3
COc1cccc(-c2cc(C(=O)N3CCN(C(=O)c4ccco4)CC3)on2)c1 | 4 | -11 | -1.1 | -0.3 | -2.1 | 0.2 | 7 | 2 | -1.1 | 7 | -1
COc1ccc(Cl)cc1C(=O)NNC(=O)c1nc2nc(C)cc(C)n2n1 | -1 | -9 | -0.9 | 0.3 | -0.1 | 0.1 | -4 | 0 | 1.4 | -1 | 0
O=C1CN(C(=O)c2ccc(Br)o2)C(c2ccccc2)c2cc(F)ccc2N1 (stereo not drawn) | 0 | -2 | -1.8 | 0.4 | -1.6 | -0.4 | 3 | 0 | -1.5 | 3 | 3
COc1ccc(NC(=O)Nc2ccc(N(C)C)cc2)cc1 | 0 | 0 | 0.6 | 1.9 | 5.8 | 2.3 | 1 | 1 | 4.2 | 2 | 1
CCOc1ccccc1CN1CCCC(C(=O)c2ccc(OC)c(OC)c2)C1 (stereo not drawn) | -5 | -8 | -0.7 | -1.1 | 0.2 | 0.6 | -2 | 0 | -2.1 | -3 | 0
O=C(O)C1CCC(=O)N1C1CCCC1 (stereo not drawn) | 3 | 5 | -1.2 | 0.2 | 1.5 | -0.1 | -1 | 6 | -1.2 | -1 | 2
CC(C)CC(=O)N1CCN(S(=O)(=O)c2ccccc2)CC1 | -3 | 2 | -1.5 | 2.1 | -2.5 | -0.1 | -5 | 7 | -1.9 | -2 | -3
O=C(CC1C(=O)NCCN1CC1CCCCC1)NCc1ccc(Cl)cc1 (stereo not drawn) | -8 | -5 | -0.6 | -0.5 | -3.1 | -0.3 | 1 | -3 | -0.5 | -1 | -1
Cn1c(CCc2ccccc2)nnc1SCC(=O)N1CCCC1 | -2 | -1 | -0.9 | 1.8 | -1.2 | -0.3 | -3 | -3 | -0.8 | -2 | 0
CSc1nc(N)c(C#N)c(-c2ccccc2Cl)c1C#N | -3 | -13 | -1.6 | -1.2 | -2.9 | 0.1 | 14 | -10 | -1.9 | 0 | 1
Cc1occc1C(=O)NNC(=S)NCc1ccc(Cl)cc1 | 3 | 1 | -1.7 | -0.2 | -1.4 | -0.8 | 1 | 2 | 0.5 | 0 | 1
Cc1nnc(NC(=O)CCC(=O)N2CCC(C)CC2)s1 | -1 | -9 | -0.6 | 1.2 | -0.4 | -0.1 | 1 | -2 | -1.5 | 4 | -1
N#C/C(=C/c1ccc(OCc2ccc(C(=O)O)cc2)c(Br)c1)c1cccc(F)c1 | -2 | 1 | -1.4 | -0.9 | 1.7 | 0.4 | 9 | -1 | -1.7 | -1 | -3
CN1CCN(C(=O)CN(C)S(=O)(=O)c2ccc(F)cc2)CC1 | -4 | 0 | -0.2 | -0.6 | 2.0 | 0.0 | -1 | -1 | -0.8 | 0 | 0
COc1cc(SC)ccc1C(=O)OCC(=O)N1CCCC1 | -3 | -4 | -1.5 | -0.4 | 2.5 | 0.4 | -1 | 1 | 0.3 | 10 | -2
Cc1ccc(NC(=O)Cc2nnc(SCC(=O)Nc3ccccc3)n2C)cc1 | -4 | 4 | -1.1 | 0.4 | 2.2 | 0.6 | 0 | -2 | 0.9 | 0 | 1
COc1ccc(-c2ncncc2-c2ccc(Cl)cc2)c(O)c1 | -1 | -11 | -0.8 | -0.8 | -2.4 | -0.2 | 1 | -1 | -1.6 | -3 | -4
CCC(=O)Nc1cccc(C(=O)/C=C/c2cccs2)c1 | -4 | 7 | -1.4 | -1.1 | 2.1 | 0.1 | 1 | -4 | -0.9 | -3 | -2
C[C@H]([C@@H](O)[C@@H](O)[C@@H](C)C(C)(C)C)[C@H]1CC[C@H]2C3CC[C@H]4C[C@H](OS(=O)(=O)O)[C@@H](OS(=O)(=O)O)C[C@]4(C)[C@H]3CC[C@]12C (stereo partly drawn) | 1 | 6 | -0.5 | x | -0.6 | 0.0 | -1 | 4 | -0.1 | 3 | 0
Cc1ccc(OCCC(=O)NNC(=O)c2nn(C)c(=O)c3ccccc23)cc1 | -1 | -1 | -1.1 | -0.1 | -3.2 | 0.6 | 0 | 2 | -0.4 | 6 | -5
COC(=O)c1ccccc1S(=O)(=O)N1Cc2cc([N+](=O)[O-])ccc2Oc2ccccc21 | 3 | 6 | -1.4 | 0.5 | 0.8 | -0.8 | 1 | 3 | -2.9 | 5 | 5
C[C@H]1CN([C@@H](C)CO)C(=O)CCCn2cc(nn2)CO[C@@H]1CN(C)C(=O)Oc1ccccc1 | -6 | 0 | -1.2 | x | -1.6 | 2.4 | -2 | -1 | -1.6 | 0 | -2
COc1ccc(N(C(=O)Cn2nnc(-c3ccc(Cl)cc3)n2)C(C(=O)NCC2CCCO2)c2ccncc2)cc1 (stereo not drawn) | 0 | -1 | -1.2 | 0.1 | -1.2 | -0.2 | -3 | -1 | -1.3 | -6 | -2

Record cards (already shown). Order of screens: ADAM17 inh | PLCb3 inh | ssDAF-12 act | DAX1 inh-2 | hgDAF12 agonist | DAX1 inh-1 | NR1D1 modulator | PLCg1 inh | hcDAF-12 act | MBD2 DNA inh | SMARCA2 activ
Record of Cc1ccc(NC(=O)COc2coc(CN3CCN(Cc4ccccc4)CC3)cc2=O)cc1 : -3 | -7 | -1.3 | -2.1 | -3.1 | -7.0 | -2 | 1 | -1.3 | 2 | -2
Record of CC(=O)c1c(C)[nH]c(C(=O)OCC(=O)c2ccc(Br)cc2)c1C : 3 | 4 | -1.1 | -1.1 | -1.6 | -1.3 | 2 | 4 | -2.9 | -5 | -3
